MITF TRPM1 inh = inhibitors of MITF-dependent TRPM1 promoter reporter, primary screen, cell-based, SK-MEL-5, single point, luciferase; inhibition, % at 12.5 µM; SK-MEL-5 TRPM1 promoter luciferase, 24 h; hit rate 0.83% among 330,000;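 active = mean inhibition across replicates of 60% or more, whatever share of single replicates reaches that level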; also: values of inactives mirror those of a sister screen read the other way
HIF-2a inh = HIF-2a reporter inhibitors, primary screen, luminescence, 786-0 RCC cells; 786-0 RCC cells HIF-2a reporter, luciferase luminescence, overnight; inhibition, % at 18.8 µM; hit rate 0.72% among 360,000; AID 624352, 2012;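 active = inhibition of the luminescence signal of 40% or more relative to plate controls, in a single-dose primary screen at 18.75 µM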
NR2E3 ag-1 = NR2E3 agonists in two-hybrid cells, primary screen, cell-based, luminescence, CHO-S, Gal4-NCOR/VP16-NR2E3; Photoreceptor-specific nuclear receptor (Homo sapiens), Q9Y5X4; luciferase; inhibition of corepressor binding, % at 3.98 µM; hit rate 0.35% among 360,000; AID 602229, 2012;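 active = inhibition above the mean of all tested compounds plus 3 SD, cut at about 70% in these data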;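 also: 0% = DMSO with NR2E3 transfected cells and 100% = cells lacking NR2E3 construct; higher means lower luciferase signal from less NR2E3 corepressor binding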
Target sequence (Q9Y5X4 whole entry, looked up, the tested form may be a part): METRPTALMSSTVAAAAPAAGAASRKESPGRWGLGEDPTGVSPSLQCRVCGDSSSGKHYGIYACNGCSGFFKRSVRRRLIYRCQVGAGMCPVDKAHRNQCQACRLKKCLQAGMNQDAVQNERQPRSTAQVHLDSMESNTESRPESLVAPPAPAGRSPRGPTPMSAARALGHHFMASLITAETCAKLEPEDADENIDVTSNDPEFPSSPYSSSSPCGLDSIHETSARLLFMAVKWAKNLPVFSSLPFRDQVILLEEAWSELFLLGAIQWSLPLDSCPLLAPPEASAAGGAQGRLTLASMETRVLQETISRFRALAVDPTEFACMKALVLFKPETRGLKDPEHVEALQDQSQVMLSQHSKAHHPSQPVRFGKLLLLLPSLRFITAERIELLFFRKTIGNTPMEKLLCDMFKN
Vif imaging = HIV Vif self-association inhibitors, primary screen, imaging, HEK293T, single point. inhibition, % at 7.49 µM. hit rate 0.35% among 340,000. HEK293T cells, Vif self-association by quenched fluorescence, 24 h. AID 602346, 2012; in the data active = inhibition above about 50%, passing the limit was not always enough; also: some results filed as inactive read as strong as hits
hiPSC survival = enhancers of single-cell hiPSC survival, primary screen, ATPlite luminescence. hit rate 0.044% among 360,000. 100% = ROCK inhibitor wells, 0% = DMSO. survival enhancement, % at 20 µM; in the data active = survival enhancement above about 18%;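 also: cells exposed to compounds for 16 hours before the ATP read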
CaV13 FRET inh = Disruptors of the CACNA1D IQ motif to Ca2+-dependent inactivation inhibitor domain association, primary screening, Förster resonance energy transfer in intact living …; HEK cells, CFP/YFP FRET ICDI-IQ, plate reader, 10 min; percent FRET-ratio fall versus neutral wells; inhibition, % at 12.3 µM; hit rate 0.098% among 340,000; AID 743397;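 active = mean replicate inhibition of at least 30% and at least 1% of replicates passing that level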;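 also: 0% = median of the neutral control wells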
NR2E3 ag-2 = inhibitors of NR2E3-RetCOR corepressor binding, primary screen, NR2E3 agonist project, biochemical, TR-FRET, GST-NR2E3, biotin-RetCOR; Photoreceptor-specific nuclear receptor (Homo sapiens), Q9Y5X4; 1536-well; inhibition of corepressor binding, % at 4.78 µM; hit rate 0.12% among 320,000; AID 2300, 2010;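 active = percent inhibition above the cutoff of mean plus 3 SD of all tested compounds, set per screening campaign, cut at about 20% in these data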;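 also: 0% = DMSO wells and 100% = biotin wells as full block of FRET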
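Test system: GST-NR2E3 and biotin-RetCOR proteins | Quantity: 1.35 nM GST-tagged NR2E3 final | Medium: Tris pH 7.5 | Also added: 7 nM biotin-RetCOR | Dosing: Compound at 4.8 µM, single dose | Timing: 5 h at 4 °C | Detection: Time-resolved FRET | Read-out basis: Percent inhibition | Benchmarks: Biotin wells as high control, 0.6% DMSO wells as low control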
aDG glyco act = activators of alpha-DG glycosylation, primary screen, uHTS, Pro5-aDG cells, AlphaScreen; alpha-DG glycosylation AlphaScreen (IIH6); 0% Pro5, 100% B10-LARGE cell signal; activation, % at 10 µM; hit rate 0.22% among 360,000; AID 624168, 2012;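 active = activation of at least 8% versus controls, or a plate z-score of at least 8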;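 also: Pro5 are CHO cells carrying HIG-tagged alpha-DG that lacks glycosylation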
PDI inh = inhibitors of human PDI, primary screen, biochemical, turbidity, single point, plate reader; Protein disulfide-isomerase (Homo sapiens), P07237; PDI insulin aggregation turbidity, A650, 90 min; inhibition, % at 10 µM; hit rate 0.052% among 350,000; AID 588391, 2011;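 active = mean inhibition across replicates of 30% or more, whatever share of single replicates reach that level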;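 also: absorbance from insulin aggregation driven by PDI reduction with DTT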
Target sequence (P07237 whole entry, looked up): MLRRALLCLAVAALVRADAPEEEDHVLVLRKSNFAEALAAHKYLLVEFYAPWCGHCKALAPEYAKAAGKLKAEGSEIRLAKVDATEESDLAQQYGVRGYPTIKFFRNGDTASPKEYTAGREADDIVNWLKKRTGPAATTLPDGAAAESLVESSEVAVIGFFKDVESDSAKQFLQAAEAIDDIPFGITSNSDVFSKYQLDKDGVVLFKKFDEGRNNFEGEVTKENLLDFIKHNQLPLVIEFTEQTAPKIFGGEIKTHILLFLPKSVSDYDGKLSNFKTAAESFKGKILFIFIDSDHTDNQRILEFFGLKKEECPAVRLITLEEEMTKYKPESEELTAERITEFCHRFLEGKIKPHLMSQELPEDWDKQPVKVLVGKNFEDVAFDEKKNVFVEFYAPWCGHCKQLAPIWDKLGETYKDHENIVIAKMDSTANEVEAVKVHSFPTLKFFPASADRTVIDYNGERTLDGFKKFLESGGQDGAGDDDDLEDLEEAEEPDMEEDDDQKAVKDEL
Peg3 prom inh = Peg3 promoter-driven luciferase inhibitors, primary screen, cell-based, HeLa, luciferase luminescence | HeLa PEG-Prom luciferase reporter, overnight | inhibition, % at 20 µM | hit rate 1.7% among 360,000 | AID 588405, 2011;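 active = inhibition of at least 50% at 20 µM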
Granule exo inh = LAMP-1 surface exposure blockers, TALL-104 cells – cell-based, flow cytometry, MLPCN library, primary screen; TALL-104 LAMP-1 surface exposure; cells stimulated with thapsigargin and PMA; hit rate 0.66% among 360,000; inhibition, % at 10 µM;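 active = inhibition above about 55%, limit read from the data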
Starred values were filed as active, the others as inactive; . = not tested or not shown. Compounds were not picked by outcome; overall some 3.5% were active at least once.

SMILES	MITF TRPM1 inh	HIF-2a inh	NR2E3 ag-1	Vif imaging	hiPSC survival	CaV13 FRET inh	NR2E3 ag-2	aDG glyco act	PDI inh	Peg3 prom inh	Granule exo inh
COc1ccc(NC(=O)c2cnc(SC)n2-c2ccc(F)cc2)c(OC)c1	-5	0	-3	1	0.8	-8	0	-0.1	-1	14	48
O=C(Cn1nc(C(F)F)cc1C(F)F)N/N=C/c1ccc2c(c1)OCO2	-3	-2	-2	4	-1.7	-4	-3	0.0	-2	-12	-4
Cc1cc(C)cc(N(C(=O)CNC(=O)c2cccs2)C(C(=O)NC2CCCC2)c2cccnc2)c1 (stereo unspecified)	7	11	-40	18	2.6	-5	3	0.1	0	10	-2
CCN(CC)c1ccc(NC(=O)c2cccnc2)cc1	-54	-126	-33	.	-0.7	-6	-4	0.0	-3	-69	0
Cc1ccc(S(=O)(=O)C2(C(=O)N3CCCCC3C)CC2)cc1 (stereo unspecified)	1	10	-8	-7	-1.4	-7	4	-0.1	-6	5	2
CCOc1ccc(NC(=O)CC(c2ccccc2)c2ccc(F)cc2)cc1 (stereo unspecified)	-15	21	-14	.	-1.8	-10	2	0.4	-5	13	5
COc1ccc(S(=O)(=O)N2CCCCCC2)cc1C(=O)NCc1ccco1	2	11	20	-4	4.6	-6	.	0.5	1	15	1
Cc1cc(F)ccc1S(=O)(=O)Nc1ccccc1C(=O)NCc1cccnc1	-6	22	0	-8	-2.1	-2	1	0.1	-1	13	-2
Cc1ccc(OCC(O)CNC2CCCC2)c(C)c1 (stereo unspecified)	-3	6	-36	-4	-0.4	-2	.	0.2	1	-3	-2
O=C(Nc1nc2ccccc2s1)c1cccc(S(=O)(=O)N2CCc3ccccc32)c1	2	-142	-33	-18	-0.1	-3	1	0.0	-3	-53	2
O=C(O)CC1S/C(=N/N=C/C=C/c2ccccc2[N+](=O)[O-])NC1=O (stereo unspecified)	6	15	-27	-1	-2.1	-5	2	0.0	1	5	2
COc1cc(CN2CCC(C)CC2)ccc1OCc1ccccc1	-12	-44	-1	-2	-0.2	0	-3	-0.1	13	-23	4
N#Cc1c(Nc2ccccc2)c(/C=N/NCCO)c[nH]c1=O	2	13	6	-3	-1.3	-16	6	0.2	11	26	0
Cc1cc(Cl)c2oc(C(=O)N(C)CCc3cnn(C)c3)c(C)c2c1	5	0	-34	11	-0.4	-15	-1	-0.1	1	-6	-9
CCOC(=O)Cn1c(CN(Cc2ccccc2)Cc2ccccc2)nc2c1c(=O)[nH]c(=O)n2C	-13	17	7	11	2.9	-5	0	0.0	21	14	4
Cc1cccc(NC(=O)c2nc[nH]c2C(=O)N2CCC(C)CC2)c1	2	10	-3	6	-4.8	-4	2	-0.1	-3	-3	-1
NCCSSCCN	3	-10	-29	-9	2.1	-5	2	-0.1	-1	-14	-3
CCCCn1c(N)c(N(CC)C(=O)C2CCCC2)c(=O)[nH]c1=O	7	8	-13	8	0.3	-2	-1	0.3	-1	3	-1
CCCCNC(=O)C1(C)CCN1C(=O)c1cc(OC)ccc1Br (stereo unspecified)	.	1	9	4	1.6	-5	.	0.6	18	2	1
COc1cc(CN2CCCCC2C(=O)Nc2ccc(Oc3ccccc3)nc2)ccc1O (stereo unspecified)	7	-43	-15	.	0.2	-6	1	-0.1	2	-26	9
CCOC(=O)c1cc(C(C)(C)C)nc(SC)c1C#N	-10	12	-10	-1	1.5	-5	0	0.1	-2	17	3
O=C(NCc1ccco1)C(c1ccncc1)N(C(=O)Cc1cccs1)c1ccccc1 (stereo unspecified)	-13	7	-19	16	3.4	-6	-3	0.1	-7	5	-5
Cc1cc(C)nc(SCc2nnc(SCC#N)n2-c2cccc(Cl)c2)n1	0	14	-6	9	-3.6	-8	5	0.1	11	17	-3
COc1ccc(/C=C/C(=O)N(Cc2cccs2)C2CCS(=O)(=O)C2)cc1 (stereo unspecified)	-5	9	-6	2	0.4	-5	-1	0.0	0	8	-6
CCOC(=O)CCC(NC(=O)c1ccc(Nc2nc3ccccc3nc2C(=O)OCC)cc1)C(=O)OCC (stereo unspecified)	5	-1	-9	14	0.9	-5	.	-0.3	-19	29	-5
CCOC(=O)C1CCCN(C(=O)c2ccc(OC)c(OC)c2)CC1 (stereo unspecified)	.	5	7	7	-1.6	-11	.	0.2	-2	-4	4
CCCCC1(C(=O)OCC)NC(c2ccc(O)cc2)C2C(=O)N(c3ccccc3)C(=O)C21 (stereo unspecified)	-15	9	5	-1	-0.6	-3	-2	0.0	-15	6	-2
COc1cc([N+](=O)[O-])cc(/C=N/NC(=O)C(C)Nc2cccc(C)c2)c1O (stereo unspecified)	4	16	-21	-8	1.3	.	-2	0.0	-1	-4	4
CCCCn1cnc2c([nH]c3cc(OC)ccc32)c1=O	-59	-201	-61	-4	-3.6	.	-3	0.5	7	-186	2
O=C(COC(=O)c1ccccn1)Nc1ccccc1OC(F)F	1	20	-11	-2	-1.6	-6	0	-0.1	9	9	-3
O=C(Nc1ccccc1C(=O)O)c1cccc(F)c1	-5	-2	-8	1	-1.6	.	1	-0.2	2	-6	-3
Cc1ccc(C(C)(C)C)cc1S(=O)(=O)Nc1cccc(S(=O)(=O)NC2=NCCC2)c1	-4	5	12	2	0.0	-4	0	0.0	12	-3	-3
O=C(Nc1ccc2nc3n(c(=O)c2c1)CCCCC3)c1cc([N+](=O)[O-])ccc1F	67*	46*	21	-1	-0.4	-4	0	0.9	0	108*	-2
CCc1ccccc1N(CC(=O)N1CCN(c2ccc(F)cc2)CC1)S(C)(=O)=O	13	-9	3	.	-2.1	-8	2	0.5	14	-11	8
CC(Oc1ccccc1)c1ccnc(N)n1 (stereo unspecified)	2	-30	-5	13	-1.3	5	0	-0.3	10	-32	3
C=CCN(c1ccccc1)S(=O)(=O)c1cccc(C(=O)N2CCN(c3ncccn3)CC2)c1	7	17	0	-7	1.3	-2	0	0.3	4	9	-1
COc1ccccc1NC(=O)c1ccc(NC(=O)CN(C)Cc2ccccc2F)cc1	5	-1	-20	-2	0.0	-3	-3	0.2	-11	47	0
CCN(C(=O)COC(=O)COc1ccc2c(C)cc(=O)oc2c1)C1CCS(=O)(=O)C1 (stereo unspecified)	-9	11	-12	0	-0.6	-4	2	-0.1	1	6	0
Cc1ccc(NC(=O)CN2C(=O)NC3(CCCCC3C)C2=O)cc1S(=O)(=O)N1CCCCC1 (stereo unspecified)	-15	1	2	-7	-0.5	-6	0	0.0	-2	13	0
CC(C)CC(NS(=O)(=O)c1cccc(C(=O)O)c1)C(=O)O (stereo unspecified)	4	15	-12	-4	-0.1	1	-2	0.0	-5	2	1
COc1ccc(N2C(=O)C(Cl)=C(NCc3ccccc3)C2=O)cc1	-1	-28	-31	-6	0.5	-5	-1	0.9	-5	-2	-1
CC1CCN(C(=S)Nc2ccc(F)cc2)CC1	-14	-6	6	2	-0.5	-3	-2	-0.3	-6	-14	8
COc1cc(/C=N/NC(=O)C(N)=O)ccc1OC(=O)c1cccs1	0	7	11	-4	5.0	-7	4	-0.5	-2	-10	-1
CN(CCc1ccccn1)C(=O)CCC1CCCN(C(=O)NC2CCCCC2)C1 (stereo unspecified)	-3	-28	-2	-3	0.3	-4	4	0.1	2	-18	1
O=C(COc1ccccc1Cl)NCCNC(=O)c1cnccn1	20	2	-4	3	-0.6	-3	4	0.1	0	3	-7
COc1ccc(S(=O)(=O)N(C)CC(=O)NCc2ccco2)cc1	-7	17	-1	15	-0.9	.	-1	0.1	4	13	-3
O=c1c2ccccc2nc(N/N=C/c2ccc(O)cc2)n1O	-38	-81	-31	16	-2.9	.	2	0.0	-3	-70	9
C#Cc1ccc([C@H]2C=C(C(=O)N3CCOCC3)O[C@@H](OCc3ccc(CO)cc3)C2)cc1	5	2	-3	0	1.4	-5	2	0.0	-1	4	-2
CCCCN(C)C(=O)c1ccc2c(c1)N(CC)C(=O)c1ccccc1S2(=O)=O	0	8	5	5	1.4	-5	1	-0.1	.	8	-8
CCN1C(N(C)CCc2cccs2)=N[C@@H](c2ccccc2)C(C(=O)OC)=C1C	11	7	-21	-1	-0.1	-4	2	0.1	4	-5	-1

In a second layout: results already given
canonical_smiles | MITF TRPM1 inh | HIF-2a inh | NR2E3 ag-1 | Vif imaging | hiPSC survival | CaV13 FRET inh | NR2E3 ag-2 | aDG glyco act | PDI inh | Peg3 prom inh | Granule exo inh
COc1ccc(N2C(=O)C(Cl)=C(NCc3ccccc3)C2=O)cc1 | -1 | -28 | -31 | -6 | 0.5 | -5 | -1 | 0.9 | -5 | -2 | -1
CCN1C(N(C)CCc2cccs2)=N[C@@H](c2ccccc2)C(C(=O)OC)=C1C | 11 | 7 | -21 | -1 | -0.1 | -4 | 2 | 0.1 | 4 | -5 | -1
O=c1c2ccccc2nc(N/N=C/c2ccc(O)cc2)n1O | -38 | -81 | -31 | 16 | -2.9 | . | 2 | 0.0 | -3 | -70 | 9
COc1ccc(S(=O)(=O)N(C)CC(=O)NCc2ccco2)cc1 | -7 | 17 | -1 | 15 | -0.9 | . | -1 | 0.1 | 4 | 13 | -3
O=C(COc1ccccc1Cl)NCCNC(=O)c1cnccn1 | 20 | 2 | -4 | 3 | -0.6 | -3 | 4 | 0.1 | 0 | 3 | -7
CC1CCN(C(=S)Nc2ccc(F)cc2)CC1 | -14 | -6 | 6 | 2 | -0.5 | -3 | -2 | -0.3 | -6 | -14 | 8

(continued)
SMILES	MITF TRPM1 inh	HIF-2a inh	NR2E3 ag-1	Vif imaging	hiPSC survival	CaV13 FRET inh	NR2E3 ag-2	aDG glyco act	PDI inh	Peg3 prom inh	Granule exo inh
CCC(=O)N1CCc2cc(S(=O)(=O)CCC(=O)N(C)c3ccc(OC)cc3OC)ccc21	-4	-1	-22	2	-0.5	-3	-2	-0.1	-12	-2	-2
O=S1(=O)CC(N2CC=CC2)CN1Cc1cn(Cc2cccc(C(F)(F)F)c2)nn1 (stereo unspecified)	.	1	8	.	0.7	-12	.	0.0	.	.	-4
CCOc1ccc(/C=N/NC(=O)c2nnn(-c3nonc3N)c2-c2ccc(OCC)cc2)cc1	-2	-4	-15	-6	0.6	-3	-5	-0.2	0	-6	3
Cc1ccc(S(=O)(=O)N2CCN(C(=O)c3ccccn3)CC2)cc1	-9	8	-3	9	0.7	-5	1	-0.1	0	8	2
O=NN(CCCl)C(=O)NCCc1cccc[n+]1[O-]	.	9	-10	-2	5.7	-5	.	-0.1	1	2	1
